# LYP phosphatase: inhibitors of LYP phosphatase, biochemical, fluorescence intensity, uHTS (AID 1779) | Tyrosine-protein phosphatase non-receptor type 22 (Homo sapiens) | recombinant LYP phosphatase, fluorescence intensity; higher % means a stronger effect | inhibition, % at 11.5 µM; hits with a dose series show IC50 in µM | 290,000 compounds, 0.054% hits; in the data active = inhibition above about 50%;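 also: plate controls were vehicle with enzyme for no effect and no enzyme for full effect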
# * marks the source's active call; other numbers are inactive results. An excerpt; count on the stated rates, not on these rows.
item | compound | LYP phosphatase
1 | Cc1cc(Cl)c2oc(C(=O)N3CCN(c4cccc(C)n4)CC3)c(C)c2c1 | -3%
2 | CCN(CC)CCNC(=O)CCN1N=C(c2ccccc2)CCC1=O | -7%
3 | Cc1nonc1C(=O)N1CCCC(N2CCN(c3ccc(F)cc3)CC2)C1 (configuration not stated) | -8%
4 | Cc1ccc(-c2nc(CS(=O)(=O)CC(=O)NCCN3CCOCC3)c(C)o2)cc1 | -9%
5 | COc1ccc(CN(C)C(=O)CC(c2ccccc2)c2ccccc2)cc1 | -5%
6 | CC(=O)NC1C(=O)N(CCN2CCOCC2)c2ccc(C)cc21 (configuration not stated) | -3%
7 | Cc1ccc(S(=O)(=O)Oc2ccccc2N2C(=O)C3C4CCC(C4)C3C2=O)cc1 (configuration not stated) | -12%
8 | CCOC(=O)N1CCN(C(=O)Cc2ccccc2[N+](=O)[O-])CC1 | -14%
9 | O=C(Cn1c(=O)cnc2ccccc21)N1CCCc2ccccc21 | -2%
10 | CC(=O)N(/N=C1/C(=O)Nc2ccccc21)c1ccccc1 | -8%
11 | COc1cc(NC(=O)C2=CC(c3ccco3)=NS(=O)(=O)N2C)cc(OC)c1OC | -8%
12 | Cn1c(Nc2ccc(F)cc2)nc2ccccc21 | -7%
13 | COc1ccc(CC(=O)N(Cc2ccccc2)c2ccccc2)cc1S(=O)(=O)N1CCOCC1 | -9%
14 | COc1ccc(CNS(=O)(=O)c2ccc3c(c2)N(C)CCO3)cc1 | -9%
15 | Nc1nnc2c(C(F)(F)F)nc3ccccc3n12 | -6%
16 | O=C(CSc1ncnc2c1nnn2Cc1ccccc1)NC1CCCCC1 | -3%
17 | CCc1ccc(N2CC(C(=O)N/N=C/c3ccccc3OC)CC2=O)cc1 (configuration not stated) | -5%
18 | CN(CC1CCCN(CCc2cccc(C(F)(F)F)c2)C1)C(=O)c1cc2ccccc2o1 (configuration not stated) | -5%
19 | COc1ccc(S(=O)(=O)N2CCN(c3ccc(F)cc3)CC2)cc1C(=O)N1CCOCC1 | -4%
20 | CCOc1ccc(NC(=O)Cn2cc(C(C)=O)c3ccccc32)cc1 | -9%
21 | CCc1ccc(N2CCN(CCNC(=O)Nc3ccc(OC)cc3)CC2)cc1 | 1%
22 | CC1CCN(C(=O)C2CCN(c3nnc(-n4cccc4)s3)CC2)CC1 | -6%
23 | CCOC(=O)c1sc(N/N=C/c2cc(Br)c(O)c(OC)c2)nc1C | -2%
24 | CCc1nc2nc(C)c(NS(=O)(=O)c3ccc(Br)s3)c(=O)n2[nH]1 | -10%
25 | CNC(=O)c1cccc(NC(=O)CCCNC(=O)c2ccc(Cl)cc2)c1 | -5%
26 | O=C(CCn1nnnc1CN1CCOCC1)N1CCC(c2ccccc2Cl)C1 (configuration not stated) | -7%
27 | O=C(NCC(c1ccco1)N1CCCC1)c1cccc(S(=O)(=O)Nc2ccc(Br)cc2)c1 (configuration not stated) | -11%
28 | COc1ccc(C(C[N+](=O)[O-])c2c(C)cc3ccccn23)c(OC)c1 (configuration not stated) | -6%
29 | O=C(Nc1ccccc1O)c1ccc([N+](=O)[O-])cc1 | -5%
30 | CCOC(=O)C1(Cc2cccc(OC)c2)CCCN(Cc2cc(OC)c(O)c(OC)c2)C1 (configuration not stated) | -12%
31 | CC(=O)OCC1OC(OCc2cn(C[C@H]3CC[C@H](Cn4cc(COC5OC(COC(C)=O)C(OC(C)=O)C(OC(C)=O)C5OC(C)=O)nn4)O3)nn2)C(OC(C)=O)C(OC(C)=O)C1OC(C)=O (some centres not stated) | -10%
32 | COc1cccc(CN2CCSCC2)c1OC | -3%
33 | Cc1ccc(C2(C)NC(=O)N(CC(=O)NC(=O)NC(C)C)C2=O)cc1 (configuration not stated) | -5%
34 | N#Cc1ccc(NC(=O)Cn2cnc(S(=O)(=O)N3CCc4ccccc43)c2)cc1 | -10%
35 | COc1cccc(-c2nn(C)c3sc(C(=O)NCCCN(C)Cc4ccccc4)cc23)c1 | -11%
36 | CC(=O)NC12CC3CC(C1)CC(C(=O)Nc1nc4ccc(S(C)(=O)=O)cc4s1)(C3)C2 | 0%
37 | CCOCCCN(CC(=O)NC1CCCC1)C(=O)C(=O)Nc1ccc2c(c1)OCCO2 | -14%
38 | Cc1cc(S(=O)(=O)N2CCOCC2)ccc1OCC(=O)Nc1cccc(F)c1 | -6%
39 | Cc1nc2cc(C(F)(F)F)ccc2n1CCNc1nc(-c2cc(Cl)c(N)c(Cl)c2)cs1 | -2%
40 | CCOC(=O)C1CCN(C(=O)Cn2c(=O)c3cccn3c3cccnc32)CC1 | -3%
41 | CCOC(=O)N1CCN(C(=O)CN2C(=O)COc3ccc(S(=O)(=O)N4CCOCC4)cc32)CC1 | -3%
42 | Cc1ccc(NC(=S)NCC(O)c2ccccc2)c(C)c1 (configuration not stated) | -6%
43 | O=C(Nc1nnc(S(=O)(=O)Cc2ccc(F)cc2)s1)c1ccccc1F | -4%
44 | O=C(Cc1ccc(Br)cc1)N1CCN(C(=O)c2ccco2)CC1 | -13%
45 | Cc1cccc(C(=O)NN/C=C/C(=O)c2ccccc2)c1 | -6%
46 | C[C@H]1CNC(=O)C(=O)N1C[C@H](Cc1ccc(O)cc1)NC(=O)CC12CC3CC(CC(C3)C1)C2 | -8%
47 | COc1ccc2c(c1)C(=O)C(=O)N2CCS(=O)(=O)c1ccccc1 | -11%
48 | CCOc1ccccc1NC(=O)CSc1nnc(CNC(=O)c2cc(OC)c(OC)c(OC)c2)o1 | -11%
49 | COc1ccc(C(=O)COC(=O)CN2C(=O)c3ccccc3C2=O)c(OC)c1 | 0%
50 | Cc1ccc(C)c(NCC(=O)c2ccc(Cl)cc2)c1 | -4%
51 | Cc1ccc(/C=N/n2c(C3CCCCC3)n[nH]c2=S)cc1 | -7%
52 | CC(c1nnc(SCC(=O)Nc2cc([N+](=O)[O-])ccc2F)n1Cc1ccccc1)N(C)C (configuration not stated) | -7%
53 | Cc1ccccc1CNC(=O)C1CCC(=O)N(C2CC2)C1 (configuration not stated) | -1%
54 | COc1ccc(CCNc2nc(-c3ccccn3)cs2)cc1OC | -3%
55 | CC(C)CN(CC(C)C)C(=O)c1cc(S(=O)(=O)N2CCCCC2)c[nH]1 | -5%
56 | COc1ccc(CCn2c(O)c(C3=c4ccccc4=NC3=O)sc2=S)cc1OC | -2%

# (cont.)
item | compound | LYP phosphatase
57 | C[C@H](NC(=O)c1cc2cc(Cl)ccc2n1C)C(=O)N1CCC[C@H]1C(=O)O | -8%
58 | CCCCNC(=O)c1cn(CC)c2ccc(S(=O)(=O)N3CCCCCC3)cc2c1=O | 2%
59 | Cc1nc2ccccn2c1C(=O)NNC(=O)Nc1cccc(C(F)(F)F)c1 | -2%
60 | CCOC(=O)N1CCN(S(=O)(=O)c2ccc(NC(C)=O)cc2)CC1 | -13%
61 | CCn1c(=O)c2cc(C(=O)NCCN(C)C)sc2c2ccccc21 | -10%
62 | NCC(c1ccc(Cl)cc1Cl)c1c[nH]c2ccccc12 (configuration not stated) | -8%
63 | Cc1ccc(S(=O)(=O)CCC(=O)c2ccc(F)cc2)cc1 | -10%
64 | CCCCCn1c(=O)[nH]c2cc(C(=O)NCCN3CCCCC3C)ccc2c1=O (configuration not stated) | 2%
65 | COc1ccc(CC(=O)NNS(=O)(=O)c2ccccc2[N+](=O)[O-])cc1 | -7%
66 | Cc1nc2ccc(Br)cc2c2c1CC(CO)O2 (configuration not stated) | -4%
67 | CCOc1ccc(CCNC(=O)CCNC(=O)c2ccc(Br)cc2)cc1OCC | -8%
68 | CC1CCCC(C)N1C(=O)c1ccc2c(c1)S(=O)(=O)c1ccccc1C2=O (configuration not stated) | -7%
69 | CCOc1cc(S(=O)(=O)Nc2ccncc2)ccc1F | -6%
70 | CCOC(=O)C1=C(O)/C(=C/c2ccc(OCC(=O)Nc3ccc(C)cc3)cc2)N=C1C | -6%
71 | CCc1ccccc1NC(=O)CNCC(=O)Nc1ccccc1CC | -9%
72 | COc1ccc(N(CC(=O)N2CCN(c3ccccc3F)CC2)S(=O)(=O)c2c(C)noc2C)cc1 | -8%
73 | COc1ccc(CC(=O)N/N=C\c2cc(Br)c(O)c(Br)c2)cc1 | -6%
74 | CCCNc1c(NS(=O)(=O)c2cccc(C#N)c2)c(=O)oc2ccccc12 | -8%
75 | COc1ccc(S(=O)(=O)N(CC(=O)NC2CCCCC2)c2ccc(F)cc2)cc1 | -8%
76 | Cc1ccc2oc(=O)n(CCC(=O)Nc3ccc(N4CCOCC4)cc3)c2c1 | -9%
77 | COc1ccc(C(=O)Nc2cc(-c3ccc(C)cc3)no2)cc1 | -11%
78 | O=C(O)C1CC1(c1ccccc1)c1ccccc1 (configuration not stated) | -10%
79 | CCc1cc(C(=O)N2CCCC(C(=O)c3ccc(C(F)(F)F)cc3)C2)n(C)n1 (configuration not stated) | -9%
80 | Cc1cccc(C)c1OCC(=O)Nc1ccccc1C(=O)N1CCOCC1 | -9%
81 | CC12CC3CC(C)(C1)CC(C(=O)N1CCN(C(=O)C4CCCO4)CC1)(C3)C2 (configuration not stated) | -2%
82 | COc1ccc(NC(=O)CCNS(=O)(=O)c2ccc3c(c2)CC(C)N3C(=O)C2CC2)cc1 (configuration not stated) | -7%
83 | COc1cccc(CN(CC(=O)NCc2ccccc2)C(=O)c2csnn2)c1 | -9%
84 | Cc1ccn(CC(=O)N2CCCC(Nc3ccc(F)c(F)c3)C2)n1 (configuration not stated) | -10%
85 | Cc1ccsc1/C=N/NC(=O)c1nnn(-c2nonc2N)c1-c1ccccc1 | 0%
86 | COc1ccc(CCN(C)C2CCCN(S(=O)(=O)c3ccccc3F)C2)cc1OC (configuration not stated) | -8%
87 | Cc1ccc(C(=O)NNC(=O)CCCCC(=O)NNC(=O)c2ccc(C)cc2)cc1 | -6%
88 | COc1cccc(CNC(=O)C2CCN(S(=O)(=O)c3ccc4c(c3)NC(=O)CO4)CC2)c1 | -11%
89 | CCC(C)N(CCNC(=O)c1ccc2c(c1)NC(=O)c1ccccc1S2)C1CCCCC1 (configuration not stated) | 1%
90 | CCn1c(SCC(=O)Nc2ccc(OC)c(OC)c2)nc2c(c1=O)SCC2 | -11%
91 | CC(=O)NC(CC(=O)N(C)C1CCCCC1)c1ccccc1 (configuration not stated) | -10%
92 | COc1cccc(CN2CC(C(=O)NCc3ccc(C)o3)CCC2=O)c1 (configuration not stated) | -9%
93 | O=Cc1ccc(OCc2nnc(-c3ccccc3Br)o2)cc1 | -1%
94 | COc1cc(C(C(=O)NC(C)(C)C)N(C(=O)CNC(=O)c2cccs2)c2cccnc2)cc(OC)c1OC (configuration not stated) | -9%
95 | CC(C)C(=O)N1CCN(c2ccccc2NC(=O)c2ccc([N+](=O)[O-])o2)CC1 | -4%
96 | Cc1nn(C)c(C(=O)NC(=S)Nc2ccccc2O)c1Cl | -5%

# Among those listed so far, eight have a Cl atom:
item | compound | LYP phosphatase
1 | Cc1cc(Cl)c2oc(C(=O)N3CCN(c4cccc(C)n4)CC3)c(C)c2c1 | -3%
25 | CNC(=O)c1cccc(NC(=O)CCCNC(=O)c2ccc(Cl)cc2)c1 | -5%
26 | O=C(CCn1nnnc1CN1CCOCC1)N1CCC(c2ccccc2Cl)C1 (configuration not stated) | -7%
39 | Cc1nc2cc(C(F)(F)F)ccc2n1CCNc1nc(-c2cc(Cl)c(N)c(Cl)c2)cs1 | -2%
50 | Cc1ccc(C)c(NCC(=O)c2ccc(Cl)cc2)c1 | -4%
57 | C[C@H](NC(=O)c1cc2cc(Cl)ccc2n1C)C(=O)N1CCC[C@H]1C(=O)O | -8%
62 | NCC(c1ccc(Cl)cc1Cl)c1c[nH]c2ccccc12 (configuration not stated) | -8%
96 | Cc1nn(C)c(C(=O)NC(=S)Nc2ccccc2O)c1Cl | -5%

# (next part)
item | compound | LYP phosphatase
97 | O=C1CCCN1CCCNc1ncccc1[N+](=O)[O-] | -12%
98 | COc1ccc(C(C(=O)NCC2CCCO2)N(C(=O)CNC(=O)c2ccco2)c2ccccc2)cc1OC (configuration not stated) | -12%
99 | CCCNC(=O)c1cc(S(=O)(=O)N2CCCCC2)c[nH]1 | -9%
100 | O=C(CSc1nc2ccccc2nc1N1CCCCC1)Nc1ccc(F)cc1 | -5%
101 | COc1ccc(CNC(=O)CCCn2ncn3c(cc4occc43)c2=O)cc1 | -11%
102 | O=C1CSC(=S)N1/N=C/c1cc(Br)c(O)c(Br)c1 | -2%
103 | O=C(O)CCCNC(=O)c1nn(Cc2ccccc2)c(=O)c2ccccc12 | -7%
104 | Cc1ccc(-c2csc3ncnc(Nc4ccc(C(=O)O)cc4)c23)cc1 | 1%
105 | CC(C)/C=C/C(=O)N1CCCC(N2CCN(c3ccccc3F)CC2)C1 (configuration not stated) | -6%
106 | CC(C)c1c(C(=O)N/N=C/c2ccco2)nnn1-c1nonc1N | -6%
107 | CC(=O)c1cccc(N(CC(=O)NC2CCCCC2)C(=O)c2csnn2)c1 | -10%
108 | O=C(NCCc1ccc(Cl)cc1)c1ccc2c(c1)OCO2 | -7%
109 | COc1ccc(C(=O)NCCc2nnc3ccc(SCC(=O)N4CCOCC4)nn23)cc1 | -10%
110 | O=C(Nc1cc(=O)[nH]c(=O)[nH]1)c1cc(Cl)ccc1Cl | -8%
111 | O=C(CSc1nnc(CNC(=O)c2ccc(F)cc2)o1)NCC1CCCO1 (configuration not stated) | -8%
112 | O=C1NC2(CCCCCC2)C(=O)N1Cc1ccc(Br)cc1 | -7%
113 | O=C(c1cccc(F)c1)N1CCN(C(=O)c2cc3nc(-c4ccco4)cc(C(F)(F)F)n3n2)CC1 | -7%
114 | COc1ccc(-c2noc(N3CCC(C(=O)N(C)c4ccccc4)CC3)n2)cc1 | -6%
115 | O=C(CN(Cc1ccccc1Cl)C(=O)c1csnn1)NC1CCCC1 | 1%
116 | CCc1ccc(CN(C)C(=O)c2cc(COc3cccc(C(F)(F)F)c3)on2)nc1 | 4%
117 | CCOc1ccc(S(=O)(=O)N(CC)CC(=O)NCc2cccnc2)cc1C | -8%
118 | COc1ccc(Cl)cc1NC(=O)CSc1nnc(-c2ccco2)o1 | -2%
119 | O=C(NCc1nnc(SCC(=O)N2CCN(c3ccccc3)CC2)o1)c1ccccc1 | -6%
120 | CC1CCCCN1C(=O)CNCc1ccc(F)cc1 (configuration not stated) | -5%
121 | Cc1ccc2c(CNCc3ccccc3)cc(=O)oc2c1 | -7%
122 | COc1cc2[nH]c(C(=O)Nc3ccc(F)cc3)cc2c(OC)c1OC | -10%
123 | CC(C)=CC(=O)N1CCCC(N2CCN(c3ccc(F)cc3)CC2)C1 (configuration not stated) | -10%

# High-throughput results from PubChem.
